FUS suppressor = suppressors of FUS proteinopathy in yeast; Potency, µM (doses to about 76.6 µM), for the others: top-dose growth rescue (activation), usual class: activators; hit rate 0.24% among 390,000; S. cerevisiae FUS-expressing, growth rescue, OD600, 24 h;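 also: potency is read from the fitted curve at half-maximal effect; plate controls were DMSO vehicle for no effect and reference control for full effect; nearly all actives have a fitted effect of over 55% in size; some results filed as inactive show a strong effect at the top dose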
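Yeast expressing FUS under galactose induction, OD 0.005 in 2% galactose medium; compounds in a dilution series, 24 h at 30C. Growth rescue by absorbance at 600 nm; CP55940 positive control, DMSO negative.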
Akt phos inh = inhibitors of Akt phosphorylation; AID 651550; Neuro2A IGF-stimulated pAkt S473 HTRF, 20 min; active compounds read low; activity change, % for hits at 50 µM; hit rate 0.32% among 360,000; in the data active = activity change below about -80%; inconclusive = mostly about -51% to -80%; also: % is scaled to controls: 0 for no effect and ±100 for the full control effect
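Single-point screen (50 µM final compound) in Neuro2A cells stimulated 20 min with 6 nM IGF at 37 deg C. After lysis, Ser473-phosphorylated Akt read by HTRF (ex 330 nm, em 615/665 nm) as the 665/615 ratio.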
aSyn yeast inh = inhibitors of alpha-synuclein toxicity in yeast; Yeast expressing alpha-synuclein, growth rescue, BacTiter-Glo, 24 h; Potency, µM (highest dose often 46.1 µM), without a hit: at the top dose growth rescue (activation), usual class: activators; hit rate 0.14% among 370,000; AID 652106; also: potency is read from the fitted curve at half-maximal effect; % of control where 0% means no effect; nearly all actives have a fitted effect of over 65% in size
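Readout is rescue of growth in alpha-synuclein-expressing yeast, so inhibitors of toxicity appear as activators. Growth after 24 hr at 30 deg C in galactose medium is quantified by luminescence.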
MmCpn inh = inhibitors of Methanococcus maripaludis chaperonin (MmCpn) | hit rate 0.031% among 330,000 | Potency, µM (top dose mostly 76.9 µM), for the others: top-dose activity, negative = inhibition, most hits filed as inhibitors | purified Mm-Cpn ATPase, ADP Transcreener TR-FRET; also: potency is read from the fitted curve at half-maximal effect; % is scaled to controls: 0 for no effect and ±100 for the full control effect; nearly all actives have a fitted effect of over 80% in size
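ATPase turnover read by TR-FRET ADP competition (Eu cryptate antibody/ADP-d2, 665/590 nm): 10uM ATP final, 25nM Mm-CPN final, 30 min 37degC after 10-min compound preincubation, pH 7.4 Tris/KCl/MgCl2/DTT buffer.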
GLP1R cytotox = cytotoxicity in counter-screen for GLP-1R inverse agonists | Potency, µM (top dose mostly 38.3 µM), for inactives: at the top dose activity change, negative = inhibition, most hits filed as inhibitors | hit rate 0.13% among 410,000 | HEK293 cAMP-luciferase reporter cells, luminescence, 24 h;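 also: loss of luciferase light is scored as toxicity; potency is read from the fitted curve at half-maximal effect; % is scaled to controls: 0 for no effect and ±100 for the full control effect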
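A 23 nL compound transfer followed 12 hours of cell culture at 37 deg C; exposure then lasted 24 hr. Luciferase assay detection reagent was dispensed and plates read for luminescence after a 12 min room-temperature wait.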
Abeta rescue = restores growth of yeast expressing A-beta42 peptide; yeast expressing A-beta42, growth rescue, OD600, 48 h; response scale: 0% DMSO, 100% iron-clioquinol control; Potency, µM (titrated, usually from 46.1 µM), for inactives: at the top dose growth rescue, actives largely listed as activators; hit rate 0.063% among 410,000; AID 1347071; also: potency is read from the fitted curve at half-maximal effect; nearly all actives have a fitted effect of over 55% in size
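Yeast growth medium received pinned compounds, then yeast cells expressing toxic A-beta were added; plates incubated at 30 C for 48 hr. Growth read as absorbance at 600 nm, normalized to DMSO and equimolar FeCl3 plus clioquinol controls.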
TDP-43 yeast inh = inhibitors of TDP-43 toxicity in yeast | TDP-43 expressing yeast growth rescue, BacTiter-Glo, 24 h | Potency, µM (titrated, usually from 46.1 µM), for inactives: top-dose growth rescue (activation), actives largely listed as activators | hit rate 1.8% among 410,000 | AID 652104; also: potency is read from the fitted curve at half-maximal effect; % of control where 0% means no effect; nearly all actives have a fitted effect of over 50% in size
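Luminescence from BacTiter-Glo reports growth of TDP-43-expressing yeast after 24 hr at 30 deg C with compound. Cells were raffinose-pregrown to mid-log, then seeded in galactose medium at OD600=0.02.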
GLP-1R inv ag = GLP-1 receptor (human) inverse agonism; P43220; HEK293 GLP-1R CRE-luciferase, luminescence, 24 h; GLP-1R form is constitutively active; Potency, µM (titrated, usually from 38.3 µM), for inactives: at the highest dose activity change, negative = inhibition, usual class: inhibitors; hit rate 1.6% among 410,000; AID 624417; also: potency is read from the fitted curve at half-maximal effect; % is scaled to controls: 0 for no effect and ±100 for the full control effect; nearly all actives have a fitted effect of over 55% in size
Target sequence (P43220 whole entry, looked up): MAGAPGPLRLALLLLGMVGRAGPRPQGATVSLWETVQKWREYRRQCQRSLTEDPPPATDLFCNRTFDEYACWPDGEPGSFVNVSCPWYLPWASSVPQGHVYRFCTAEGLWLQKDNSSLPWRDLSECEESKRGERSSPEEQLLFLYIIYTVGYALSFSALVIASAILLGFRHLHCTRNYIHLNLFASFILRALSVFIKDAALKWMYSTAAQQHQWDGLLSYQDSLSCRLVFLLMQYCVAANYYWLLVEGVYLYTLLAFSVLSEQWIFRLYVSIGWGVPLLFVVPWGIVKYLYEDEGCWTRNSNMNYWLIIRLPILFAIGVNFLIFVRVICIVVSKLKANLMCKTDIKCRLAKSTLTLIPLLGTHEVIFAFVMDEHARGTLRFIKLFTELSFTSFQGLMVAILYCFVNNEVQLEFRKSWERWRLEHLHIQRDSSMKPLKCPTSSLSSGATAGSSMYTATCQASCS
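Readout was luciferase luminescence, measured 12 min after detection reagent at room temperature. Beforehand, GLP-1R reporter HEK293 cells had sat 12 h, then received compounds for 24 hr at 37 deg C.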
PTHR1 agonist = agonists of human PTHR1 parathyroid hormone receptor. Q03431. HEK293 GP2 PTHR1 cells, GloSensor cAMP luminescence, 1 h. Potency, µM (highest dose often 115 µM), for inactives: at the highest dose activation, actives largely listed as activators. hit rate 0.075% among 410,000; also: potency is read from the fitted curve at half-maximal effect; nearly all actives have a fitted effect of over 55% in size; some results filed as inactive show a strong effect at the top dose; inactives centre near -15; many of its hits are not listed in these tables
Target sequence (Q03431 whole entry, looked up): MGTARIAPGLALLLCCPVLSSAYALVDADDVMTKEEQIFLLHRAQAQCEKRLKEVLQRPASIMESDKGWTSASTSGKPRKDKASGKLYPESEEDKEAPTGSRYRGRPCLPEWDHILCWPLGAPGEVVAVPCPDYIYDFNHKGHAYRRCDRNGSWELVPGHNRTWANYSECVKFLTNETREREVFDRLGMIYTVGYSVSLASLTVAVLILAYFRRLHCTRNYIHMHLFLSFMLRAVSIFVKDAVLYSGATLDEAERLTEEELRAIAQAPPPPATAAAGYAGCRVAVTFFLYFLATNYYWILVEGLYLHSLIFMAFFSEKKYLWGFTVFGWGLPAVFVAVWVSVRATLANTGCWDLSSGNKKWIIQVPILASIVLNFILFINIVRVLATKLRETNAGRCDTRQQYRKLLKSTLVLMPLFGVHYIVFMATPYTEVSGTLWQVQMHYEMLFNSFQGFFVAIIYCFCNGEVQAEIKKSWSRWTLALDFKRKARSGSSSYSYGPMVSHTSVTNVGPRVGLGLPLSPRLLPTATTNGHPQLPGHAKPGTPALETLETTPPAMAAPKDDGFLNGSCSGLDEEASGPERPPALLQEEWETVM
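HEK-293-derived GP2 cells expressing PTHR1 and a GloSensor cAMP reporter, 3,000/well, plated overnight, given luciferin plus IBMX (each 0.5 mM as added) for 1 h at 37 °C, then compound for 1 h at 37 °C. Luminescence was read after 15 min at room temperature.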
Active calls of the source: *; i = inactive; ? = inconclusive; . = no result given; [ ] = another dose, or the depositor's remark. Unless noted, calls follow the shape of the dose curve; as a rule, active = well fitted curve in the direction sought with a large enough effect; inconclusive = small, poorly fitted or top-dose-only effect, or another doubt; inactive = no such curve, though single readings can be large; an effect the other way counts as inactive or inconclusive. Some of the compounds tested; count on the stated rates, not on these rows.

SMILES | FUS suppressor | Akt phos inh | aSyn yeast inh | MmCpn inh | GLP1R cytotox | Abeta rescue | TDP-43 yeast inh | GLP-1R inv ag | PTHR1 agonist
Cc1cc(/C=C2/SC(=S)N(c3cccc(Cl)c3)C2=O)c(C)n1-c1cccnc1 | 21% | i | 0% | . | -2% | -5% | -6% | ? | -33%[inhibitor]
Cn1c(=O)c2c(nc(NCc3ccco3)n2Cc2ccc(Cl)cc2Cl)n(C)c1=O | 10% | i | 14% | -2% | -13% | 5% | 9% | 0% | -20%[57.5 µM]
COc1ccc(CCNC(=O)C2(c3cccs3)CCOCC2)cc1 | 2% | . | . | . | -11% | -16% | -6% | -2% | -5%
O=C(O)CCc1[nH]c2ccccc2c1Sc1ccccc1 | 10% | i | -9% | 0% | -4% | -9% | 15% | -14% | -2%
COc1ccccc1OCC(=O)OC/C(O)=C(\C#N)c1nc2ccccc2[nH]1 | -9% | i | 0% | -13% | ? | -5% | 15% | ? | i
c1ccc(CN=C2CCCc3ccccc3N2)cc1 | -2% | i | -9% | . | -8% | -8% | 4% | 17% | 5%
CCC(=O)NCCc1sc2nc(-c3ccc(OC)cc3)nn2c1C | -24% | . | . | . | 8% | -5% | 23% | 17% | -18%
O=C(CCCSc1ccccc1)Nc1ccc(Cl)c(S(=O)(=O)N2CCOCC2)c1 | . | i | 6% | 2% | -7% | 5% | 0% | ? | -46%[inhibitor]
CCOC(=O)/C(=N/Nc1ccc(OC)cc1)N1CCCc2ccccc21 | 6% | i | 0% | -1% | 0% | 29% | 13µM* | 4.5µM* | -15%
COc1ccc(S(=O)(=O)N(C)C[C@H]2Oc3c(NC(=O)c4ccncc4)cccc3C(=O)N([C@H](C)CO)C[C@@H]2C)cc1 | 20% | i | 0% | -1% | -27% | -6% | 4% | 0% | i
Cc1cccc(C2=NN(c3ccccc3)[C@@H](C(=O)N3CCOC3=O)[C@@H]2c2ccc(F)cc2)c1 | 5.6µM* | i | 23% | 32µM* | 125%[activator] | 5% | 1% | 13µM* | -9%
O=C(NCCCn1ccnc1)c1cc(-c2ccc(Cl)cc2)nc2ccccc12 | -7% | i | -6% | -5% | 15% | -4% | -4% | ? | i
O=C(NCc1ccccc1Cl)c1[nH]c(C(F)(F)F)nc1-c1ccccc1 | 27% | i | 1% | . | -12% | 26% | ? | -6% | -89%[inhibitor]
C[C@H]1CN([C@@H](C)CO)C(=O)CCCn2cc(nn2)CO[C@@H]1CN(C)S(=O)(=O)c1ccc(-c2ccccc2)cc1 | 36% | i | 4% | . | 5% | 3% | 19% | 34%[activator] | i
CC(C)NCC(O)COc1c(F)cc(Br)cc1F (stereo not drawn) | -22% | i | -15% | 0% | -9% | 19% | -1% | ? | -4%[57.5 µM]
Cc1ccc2nc(NC(=O)C3CCN(c4ncnc5sc(C)c(C)c45)CC3)sc2c1 | . | i | 2% | 1% | 2% | -5% | -8% | -11% | -25%
CN1C(=O)Cc2cc(S(=O)(=O)CCC(=O)Nc3ccc(Cl)cc3)ccc21 | ? | . | . | . | 19% | -8% | 0% | 4% | 4%
Fc1ccc(CSc2nnc(-c3ccco3)o2)cc1 | 33% | i | -11% | 2% | 7% | 9% | ? | 2% | -3%
O=C(Cc1ccccc1)NN1C(=O)C2C3C=CC(C3)C2C1=O (stereo not drawn) | -9% | i | -2% | 0% | -5% | -9% | -10% | ? | -14%[57.5 µM]
CCCCN(C(=O)CC1CCCCC1)c1c(N)n(CC(C)C)c(=O)[nH]c1=O | . | i | -1% | 0% | -15% | -1% | 17% | 11% | i
COc1ccc(CN2c3c(Br)cccc3C(=O)CS2(=O)=O)cc1 | 18% | i | -28% | -11% | 1% | 14% | ? | ? | -12%
O=C(NCc1cccc(C(F)(F)F)c1)c1ccc2sc([C@H]3C[C@H](O)[C@@H](CO)O3)nc2c1 | -3% | i | 16% | . | 0% | -11% | 5% | 0% | -9%
CN1C[C@@H]2[C@@H]3C(=O)N(C)C(=O)[C@@H]3[C@](C)(C1=O)N2C(=O)c1ccc(C(F)(F)F)cc1 | -22% | i | -5% | . | -18% | -6% | -5% | 8% | i
CCCn1c(=O)c2ccccc2n2c(SCc3cc(=O)oc4ccc5ccccc5c34)nnc12 | -7% | i | 2% | -6% | -6% | -13% | 27% | 0% | i
CN(C)CCCCOc1cccc(Br)c1 | . | i | 6% | -1% | -4% | 3% | -2% | -21% | i
Cc1ccc(NC(=O)CSc2nc3nc(C)c(Cc4ccccc4)c(C)n3n2)cc1 | 13% | . | . | . | 9% | 8% | ? | 1% | i
CC1CCCC(C)N1C(=O)CSc1nnc(-c2c[nH]c3ccccc23)o1 (stereo not drawn) | 35% | . | 0% | -7% | 4% | 1% | -9% | -11% | 3%[57.5 µM]
COc1ccc(S(=O)(=O)N2CCCCCC2)cc1C(=O)N(C)Cc1ccccc1F | 25% | i | 6% | 0% | -6% | -2% | ? | ? | -24%
O=C1NC(=O)/C(=C\c2ccsc2)N1 | 18% | i | -3% | -1% | 14% | -21% | 0% | 14% | -30%[inhibitor]
CC(=O)c1sc(-c2ccccc2)cc1NS(=O)(=O)c1ccc(C)cc1 | 9% | i | 0% | -26% | 9% | 1% | -17%[1.82 µM] | -8% | i

As entered above:
For FUS suppressor, CCC(=O)NCCc1sc2nc(-c3ccc(OC)cc3)nn2c1C reads -24%
For TDP-43 yeast inh, CC1CCCC(C)N1C(=O)CSc1nnc(-c2c[nH]c3ccccc23)o1 (stereo not drawn) reads -9%

Continued.
SMILES | FUS suppressor | Akt phos inh | aSyn yeast inh | MmCpn inh | GLP1R cytotox | Abeta rescue | TDP-43 yeast inh | GLP-1R inv ag | PTHR1 agonist
CCc1ccc(Nc2nn(-c3ccc(OC(F)(F)F)cc3)nc2C(C)=O)cc1 | -23% | . | . | . | 4% | -11% | 9% | 4% | i
O=C(Nc1nc2ccc([N+](=O)[O-])cc2s1)c1ccc(S(=O)(=O)N2CCCc3ccccc32)cc1 | -7% | i | 3% | -3% | -9% | -12% | -6%[9.22 µM] | -19% | -39%
C=CCNc1nc(-c2sc(NC(C)=O)nc2C)cs1 | 37% | i | -5% | -4% | 7% | -2% | 8% | -8% | 0%[57.5 µM]
N=C(N)SCc1cn2ccccc2n1 | . | i | -9% | -1% | -19% | 19% | -2% | -15% | i
COC(=O)Cn1cc(C#N)c2ccccc21 | 1% | i | -6% | -1% | 9% | 0% | 12% | -8% | -4%[57.5 µM]
C=CCOc1ccc(/C=C/C(=O)OCC(=O)N2CCN(C(C)=O)CC2)cc1 | 12% | i | 0% | 3% | 9% | -9% | -13% | 9% | i
O=C(O)c1oc2ccccc2c1-n1cccc1 | 9% | i | 1% | 0% | 3% | 8% | 1% | 0% | -13%[57.5 µM]
COc1cccc(-c2nnc(SCC(=O)Nc3cc(C)on3)n2C)c1 | -12% | i | -11% | 1% | 15% | 13% | 3% | -3% | i
CCOc1ccc(NC(=O)CN2CCN(CC(=O)Nc3cc(OC)cc(OC)c3)CC2)cc1 | 3% | i | -2% | 1% | ? | -20% | -15% | ? | i
COc1ccc(Cl)cc1NC(=O)CSc1nc(-c2cccs2)cc(C(F)(F)F)n1 | -4% | . | . | . | -21% | -13% | -7% | 11% | i
COc1ccc(NC(=O)c2cn(-c3ccccc3)nc2-c2cc3ccccc3o2)cc1 | 54% | i | 6% | 1% | -9% | -6% | 4% | 41%[activator] | i
COc1ccc(Br)cc1CNC(=O)C1CCCN(S(=O)(=O)N2CC(C)CC(C)C2)C1 (stereo not drawn) | 0% | i | 4% | -3% | -3% | 11% | -7% | ? | -8%
CCOc1ccc(NS(=O)(=O)c2ccc(C(=O)NCC(c3ccco3)N(C)C)cc2)cc1 (stereo not drawn) | 13% | i | 3% | -1% | -3% | 17% | 18% | ? | i
CC1=CC2=NC(=O)CC(C)(C(=O)N(CC(=O)NC3CCCC3)c3ccccc3F)N2C=C1 (stereo not drawn) | 11% | i | -2% | 1% | 0% | 0% | -7% | 13% | i
CC1CCCCN1C(=O)c1ccc(COc2ccc([N+](=O)[O-])cc2)o1 (stereo not drawn) | . | i | 3% | 0% | -11% | 1% | 0% | 2% | -21%
O/N=C/c1cc2ccccc2n1Cc1ccccc1F | -13% | i | 14% | -3% | -7% | -10% | 3% | ? | -6%
O=C(/C=C/c1ccc(F)cc1)c1ccc(N2CCOCC2)cc1 | 6% | i | 0% | -2% | -2% | 0% | -2% | 42%[activator] | -50%[inhibitor]
O=C(c1ccc2c(c1)OCO2)N(Cc1ccco1)C1(C(=O)NC2CCCCC2)CCCCC1 | ? | i | -3% | 0% | -4% | -30%[inhibitor] | 19% | 0% | i
CCC(C)N(CCNC(=O)CC1Oc2ccccc2NC1=O)C1CCCCC1 (stereo not drawn) | -8% | i | 1% | 1% | -27% | 4% | ? | -9% | -17%
Cc1cc(C)c(/C=C/c2onc(C)c2S(=O)(=O)N2CCC(C(=O)NCc3ccccc3Cl)CC2)c(C)c1 | -13% | . | . | . | 8% | -32%[inhibitor] | 28% | 17% | -14%
FC(F)(F)c1ccccc1CNCc1ccc2c(c1)OCO2 | -20% | i | -1% | -2% | ? | -11% | 3% | -26% | -11%
O=C1N=c2ccccc2=C1c1sc(Nc2cccc(O)c2)nc1O | -16% | i | 7% | -8% | ? | 11% | 3% | 15% | -32%[inhibitor]

Screens deposited in PubChem BioAssay by National Center for Advancing Translational Sciences (NCATS).
